Anesthetic bind: candidate novel general anesthetic via apoferritin binding; P02791; apoferritin/1-aminoanthracene competitive binding, fluorescence; Potency, µM (series often up to 77.5 µM), for inactives: top-dose activity change, negative = displacement, actives largely listed as inhibitors; hit rate 0.074% among 350,000; note: potency is the fitted concentration of half-maximal effect; % is set by controls: 0 for no effect and ±100 for the full control effect; nearly all actives have a fitted effect of over 20% in size
Target sequence (P02791 2-175 limits assumed): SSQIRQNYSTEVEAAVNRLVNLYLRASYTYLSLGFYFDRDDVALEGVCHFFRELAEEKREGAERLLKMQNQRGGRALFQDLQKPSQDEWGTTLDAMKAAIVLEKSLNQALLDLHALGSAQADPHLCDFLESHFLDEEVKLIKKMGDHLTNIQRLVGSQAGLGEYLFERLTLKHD
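Apoferritin-based anesthetic binding model; compound displacement of fluorescent 1-AMA measured as endpoint fluorescence after 10 minutes at room temperature, scaled to free-ligand and complex controls.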
Pol iota inh: DNA polymerase iota (human) inhibition. AID 588590. Pol iota fluorescent replication assay, 10 min. hit rate 1% among 390,000. Potency, µM (top dose mostly 115 µM), without a hit: top-dose activity, negative = inhibition, actives largely listed as inhibitors. Q9UNA4; note: potency is the fitted concentration of half-maximal effect
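Fluorescent replication assay read twice, at 0 min and 10 min after adding 50 nM (final) substrate. Enzyme (10 nM) and compounds were first incubated 15 min at room temperature; enzyme-free buffer wells were negative controls.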
APEX1 inh: APE1 (human) endonuclease inhibition; recombinant APE1, TAMRA/BHQ-2 abasic DNA cleavage fluorescence; Potency, µM (titrated, usually from 65.8 µM), without a hit: at the top dose activity change, negative = inhibition, actives largely listed as inhibitors; hit rate 0.35% among 350,000;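 note: potency is the fitted concentration of half-maximal effect; plate controls were vehicle for no effect and reference inhibitor for full effect; nearly all actives have a fitted effect of over 55% in size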
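0.75 nM APE1 + cpd, 15 min RT; start w/ 50 nM TAMRA/BHQ-2 THF-abasic dsDNA; kinetic fluor 525/598 nm ×3 reads @60 s; Δ(read3−read1); normalized to DMSO and NSC13755 control wells.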
RXFP1 antag: antagonists of human relaxin receptor RXFP1. Q9HBX9. HEK293-RXFP1, relaxin-stimulated cAMP HTRF, 30 min; hits give low values. activity change, negative = inhibition, % at 57.5 µM. hit rate 0.59% among 350,000. AID 1259400;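 active = activity change of -60% or lower, but not beyond a set lower limit; inconclusive = change between -60% and -40%, or beyond the set limit; inactive = change above -40%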; note: % is set by controls: 0 for no effect and ±100 for the full control effect
POLK inh: blocks human DNA polymerase kappa activity; Q9UBT6; hit rate 0.53% among 400,000; AID 588579; Potency, µM (titrated, usually from 107 µM), without a hit: at the top dose activity, negative = inhibition, hits mostly inhibitors; purified Pol kappa, fluorescent DNA synthesis assay, 10 min; note: potency is the fitted concentration of half-maximal effect; % is set by controls: 0 for no effect and ±100 for the full control effect
Target sequence (Q9UBT6 whole entry, looked up): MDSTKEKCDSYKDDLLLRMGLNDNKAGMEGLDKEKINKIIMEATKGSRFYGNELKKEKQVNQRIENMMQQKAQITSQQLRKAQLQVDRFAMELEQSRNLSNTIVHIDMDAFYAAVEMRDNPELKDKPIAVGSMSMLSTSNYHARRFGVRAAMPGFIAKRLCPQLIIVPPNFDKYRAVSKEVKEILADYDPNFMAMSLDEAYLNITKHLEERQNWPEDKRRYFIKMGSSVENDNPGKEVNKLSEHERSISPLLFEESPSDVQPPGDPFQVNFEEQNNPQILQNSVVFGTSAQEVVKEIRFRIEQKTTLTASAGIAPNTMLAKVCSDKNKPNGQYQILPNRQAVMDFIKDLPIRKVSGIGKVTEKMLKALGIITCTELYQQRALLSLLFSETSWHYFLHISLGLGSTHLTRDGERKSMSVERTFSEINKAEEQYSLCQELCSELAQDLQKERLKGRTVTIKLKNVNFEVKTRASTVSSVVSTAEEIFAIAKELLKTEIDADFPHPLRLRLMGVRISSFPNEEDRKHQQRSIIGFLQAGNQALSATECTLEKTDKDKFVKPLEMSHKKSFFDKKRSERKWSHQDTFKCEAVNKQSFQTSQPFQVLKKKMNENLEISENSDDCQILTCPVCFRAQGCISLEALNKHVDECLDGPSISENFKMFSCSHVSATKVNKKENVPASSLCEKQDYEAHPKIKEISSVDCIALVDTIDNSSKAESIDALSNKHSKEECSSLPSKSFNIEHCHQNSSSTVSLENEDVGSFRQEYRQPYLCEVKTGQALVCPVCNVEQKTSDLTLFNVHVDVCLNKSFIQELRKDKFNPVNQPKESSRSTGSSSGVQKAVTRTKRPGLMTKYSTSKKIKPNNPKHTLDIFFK
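Readout: fluorescence, taken kinetically at 0 and 10 min. Conditions: 10 nM Pol kappa, 15 min RT compound preincubation, 50 nM substrate final. Controls: enzyme-free buffer wells.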
BLM inh: inhibitors of human Bloom syndrome helicase BLM; P54132; recombinant BLM DNA unwinding, fluorescence dequenching; AID 2528; Potency, µM (top dose mostly 56.1 µM), for inactives: top-dose activity change, negative = inhibition, actives largely listed as inhibitors; hit rate 0.2% among 350,000;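 note: potency is the fitted concentration of half-maximal effect; plate controls were vehicle for no effect and no enzyme for full effect; nearly all actives have a fitted effect of over 35% in size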
Pol beta inh: blocks human DNA polymerase beta activity | P06746 | Pol beta primer extension/strand displacement, fluorescence kinetic | Potency, µM (series often up to 114 µM), for inactives: top-dose activity change, negative = inhibition, most hits filed as inhibitors | hit rate 1.3% among 340,000; note: potency is the fitted concentration of half-maximal effect; % is set by controls: 0 for no effect and ±100 for the full control effect
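Homogeneous kinetic assay of primer extension and strand displacement by 10 nM Pol beta, preincubated 15 min at room temperature with compound before 50 nM substrate (final) was added. Read at 0 and 10 min; four-parameter Hill fit.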
Tb PGK inh: T. brucei PGK inhibition | P07378 | PGK/GAPDH coupled, Kinase-Glo luminescence, 60 min | Potency, µM (series often up to 57.5 µM), without a hit: at the top dose activity change, negative = inhibition, actives largely listed as inhibitors | hit rate 0.043% among 380,000; note: potency is the fitted concentration of half-maximal effect; % is set by controls: 0 for no effect and ±100 for the full control effect; nearly all actives have a fitted effect of over 60% in size
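Recombinant glycosomal PGK reaction used 1,3-bisphosphoglycerate generated in-well by GAPDH (100nM final) in 100mM TEA pH 7.6, 5mM MgCl2, 0.01% Tween-20. After 60 minutes at room temperature, ATP was read by Kinase-Glo Plus luminescence end-point.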
Pol eta inh: blocks human DNA polymerase eta activity; AID 588591; hit rate 1.2% among 390,000; recombinant Pol eta, fluorescent DNA replication assay; Potency, µM (top dose mostly 114 µM), inactives show at the top dose activity change, negative = inhibition, actives largely listed as inhibitors; Q9Y253; note: potency is the fitted concentration of half-maximal effect; % is set by controls: 0 for no effect and ±100 for the full control effect
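Pol eta at 10 nM preincubated with compounds 15 min at room temperature; reaction started with fluorescent substrate (50 nM final) and read kinetically at 0 and 10 min.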
* = called active by the depositor; i = inactive; ? = inconclusive; / = not tested or not shown; [ ] = dose if it differs, or a comment. Unless noted, calls come from the whole dose curve; as a rule, active = well fitted curve in the direction sought with a large enough effect; inconclusive = small, poorly fitted or top-dose-only effect, or another doubt; inactive = no such curve, though single readings can be large; an effect the other way counts as inactive or inconclusive. The list is partial; count on the stated rates, not on these rows.

SMILES	Anesthetic bind	Pol iota inh	APEX1 inh	RXFP1 antag	POLK inh	BLM inh	Pol beta inh	Tb PGK inh	Pol eta inh
Cc1cc(Br)ccc1NC(=S)N1CCOCC1	-4%	47%[activator]	-3%	0	1%	-3%	?	i	-13%
Cc1cccc(C)c1NC(=O)C(=O)NCCCN1CCOCC1	-6%	10%	4%	-9	-12%	0%	23%	9%	-15%
O=C(NCc1ccccn1)c1ccc(Cl)cc1Cl	-6%	-9%[58.9 µM]	-1%	-2	-15%	0%	-1%	i	5%
CN(C)S(=O)(=O)c1cc(NC(=O)CN2CCc3ccccc32)ccc1Cl	-9%	-27%	33%[activator]	-21	-6%	-7%	-25%	-4%	-17%
COC(=O)c1ccc(C2/C(=C(/O)c3ccc4c(c3)CC(C)O4)C(=O)C(=O)N2Cc2ccncc2)cc1 (stereo not given)	-14%	23%	6%	14	6%	1%	10%	i	-12%
CC(=O)N1CCN(C(=O)CCc2c[nH]c3ccccc23)CC1	-5%	31%[activator]	13%	-5	1%	-1%	23%	4%	-14%
CC(C)(C)OC(=O)N1CCOCCOCCN(C(=O)OC(C)(C)C)CCOCC1	-16%	0%	21%	-8	-9%	-14%	33%	3%	-16%
CCn1c(COc2ccccc2)nnc1SCC(=O)Nc1cc(OC)ccc1OC	-22%	0%	-6%	-11	1%	1%	-28%	-1%	-18%
O=C(O)C(=O)Nc1ccc(NC(=O)C(c2ccccc2)c2ccccc2)cc1	5%	12%	-1%	-6	7%	-6%	2%	-3%	-9%
O=C(Nc1ccccc1Br)c1cc[n+]([O-])cc1	-3%	17%	35%	-3	-3%	-2%	14%	6%	-23%
O=C1C2CCCN2C(=S)N1Cc1ccccc1 (stereo not given)	?	169%[activator]	6%	-3	0%	4%	6%	-1%	-14%
COc1ccccc1CCNC(=O)c1cc(-c2ccccn2)nc2ccc(Br)cc12	-4%	/	0%	/	/	-14%	1%	/	/
O=C1N=C(N2CCN(c3ccccc3)CC2)S/C1=C/c1ccco1	-14%	45µM*	-7%	-24	?	-9%	?	-4%	-16%
COc1cc(OC)cc(C(=O)Nc2cc(-c3nc4cccnc4s3)ccc2C)c1	?	15%	/	-3	-10%	-12%	-5%	-9%	-6%
Cn1c(SCC(=O)OCc2ccccc2)nnc1-c1ccco1	-9%	-3%	3%	-16	11%	-3%	3%	i	-8%
CCCOc1ccc(Cc2nc(N)nc(N)n2)cc1	-6%	44%[activator]	3%	3	-11%	2%	2%	-8%	-12%
CCn1c(SCC(=O)Nc2ccc(OC)c(OC)c2)nnc1-c1c[nH]c2ccccc12	-9%	-10%	-2%	1	-10%	-5%	2%	5%	-14%
O=C(N/C(=C/c1ccccc1F)C(=O)N1CCCCC1)c1ccccc1	7%	101%[activator]	5%	-5	-3%	-2%	39%	5%	-1%
CCCN(N=Nc1cccc([N+](=O)[O-])c1)c1cccc([N+](=O)[O-])c1	-11%	8%	1%	3	-8%[60.1 µM]	0%	-4%	-6%	-4%
ONC=Nc1cccc2nonc12	?	2%	7%	0	-3%	-3%	14%	i	-14%
Cc1cccc(C(=O)NNC(=O)c2c(-c3ccccc3Cl)noc2C)c1O	-1%	24%	4%	-13	-5%	-3%	26%	0%	-4%
Nc1ccc(C(=O)Nc2cccc3ncccc23)cc1	-3%	7%	5%	2	-16%	-1%	-26%	6%	0%
CCn1ccc(C(=O)N2CCN(c3ncccn3)CC2)n1	-2%	-15%	4%	0	0%	-2%	28%	-6%	-2%
O=C(NCC(=O)N(Cc1ccco1)C(C(=O)NC1CCCCC1)c1cccnc1)c1cccs1 (stereo not given)	-10%	?	-2%	-2	-21%	-2%	12%	i	-15%
COCCCNC(=S)NNC(=O)Cn1nc(C)c(Br)c1C	-4%	17%	2%	12	-5%	0%	13%	15%	-8%

An excerpt from above in order of the BLM inh value, descending:
mol | Anesthetic bind | Pol iota inh | RXFP1 antag | POLK inh | BLM inh | Pol beta inh | Tb PGK inh | Pol eta inh
O=C1C2CCCN2C(=S)N1Cc1ccccc1 (stereo not given) | ? | 169%[activator] | -3 | 0% | 4% | 6% | -1% | -14%
CCn1c(COc2ccccc2)nnc1SCC(=O)Nc1cc(OC)ccc1OC | -22% | 0% | -11 | 1% | 1% | -28% | -1% | -18%
Cc1cc(Br)ccc1NC(=S)N1CCOCC1 | -4% | 47%[activator] | 0 | 1% | -3% | ? | i | -13%

Of the compounds above, 2 have an NH in an aromatic ring:
SMILES	Anesthetic bind	Pol iota inh	APEX1 inh	RXFP1 antag	POLK inh	BLM inh	Pol beta inh	Tb PGK inh	Pol eta inh
CC(=O)N1CCN(C(=O)CCc2c[nH]c3ccccc23)CC1	-5%	31%[activator]	13%	-5	1%	-1%	23%	4%	-14%
CCn1c(SCC(=O)Nc2ccc(OC)c(OC)c2)nnc1-c1c[nH]c2ccccc12	-9%	-10%	-2%	1	-10%	-5%	2%	5%	-14%

Returning to the listing, starting six compounds before the break.
SMILES	Anesthetic bind	Pol iota inh	APEX1 inh	RXFP1 antag	POLK inh	BLM inh	Pol beta inh	Tb PGK inh	Pol eta inh
ONC=Nc1cccc2nonc12	?	2%	7%	0	-3%	-3%	14%	i	-14%
Cc1cccc(C(=O)NNC(=O)c2c(-c3ccccc3Cl)noc2C)c1O	-1%	24%	4%	-13	-5%	-3%	26%	0%	-4%
Nc1ccc(C(=O)Nc2cccc3ncccc23)cc1	-3%	7%	5%	2	-16%	-1%	-26%	6%	0%
CCn1ccc(C(=O)N2CCN(c3ncccn3)CC2)n1	-2%	-15%	4%	0	0%	-2%	28%	-6%	-2%
O=C(NCC(=O)N(Cc1ccco1)C(C(=O)NC1CCCCC1)c1cccnc1)c1cccs1 (stereo not given)	-10%	?	-2%	-2	-21%	-2%	12%	i	-15%
COCCCNC(=S)NNC(=O)Cn1nc(C)c(Br)c1C	-4%	17%	2%	12	-5%	0%	13%	15%	-8%
CCN(C(=O)COC(=O)c1ccc2[nH]c3c(c2c1)CCCC3)C1CCS(=O)(=O)C1 (stereo not given)	-12%	101%[activator]	?	-3	-13%	-2%	15%	-9%	-14%
Cc1ccc2c(C)c(C(=O)Nc3ccc(S(N)(=O)=O)cc3)oc2c1C	-15%	-19%	-10%	-35	-2%	-2%	22%	-7%	-7%
O=C(Nc1ccon1)C(Sc1ccccc1)c1ccccc1 (stereo not given)	?	33%[activator]	-4%	3	0%	-5%	22%	-7%	-14%
C#CCOCCOCCOCCNc1nc(N2CCN(C(=O)C(Cc3ccc(O)cc3)n3cc(C(N)CC(C)C)nn3)CC2)nc(N2CCN(C(=O)C(Cc3ccc(O)cc3)n3cc(C(N)C(C)CC)nn3)CC2)n1 (stereo not given)	-3%	-22%	32µM*	/	-3%	7%	3%	i	-10%
CSc1cccc(NC(=O)CCC(=O)O)c1	-1%	77%[activator]	16%	0	-8%	1%	29%	-4%	-8%
CCn1c(CNC(=O)c2ccc(OC)cc2)nnc1SC	-4%	6%	-4%	/	-2%	1%	22%	i	-2%
COc1cc(CNc2ncc(-c3ccc(Cl)cc3)n2C)cc(OC)c1OC	-9%	-7%	8%	1	1%	-4%	0%	i	-9%
O=S(=O)([N-]c1nc2ccccc2nc1-n1cc[n+](Cc2ccccc2)c1)c1ccccc1	32%[activator]	57%[activator]	2%	-8	-5%	-3%	-1%	6%	-4%
CSc1ccc(/C=N/N2CCN(C)CC2)cc1	-1%	22%	0%	-7	5%	0%	36%	-16%	1%
CCCN(CCC)CCCNC(=S)Nc1ccc2nc(N3CCN(C)CC3)cc(C)c2c1	-13%	17%	-2%	3	-4%	30%[activator]	-19%	i	-10%
COc1cc(OC)c(NC(=O)C2CCCN2C(=O)OCc2ccccc2)cc1Cl (stereo not given)	-13%	48%[activator]	24%	-10	-5%	-4%	14%	4%	-10%
COc1ccc(OCCCON2C(=O)c3ccccc3C2=O)cc1	-10%	3%	-2%	3	?	-4%	2%	0%	-4%
O=C(c1cc(COc2ccc3ncccc3c2)on1)N1CCCC1	-12%	14%	2%	2	-19%	-4%	4%	1%	-2%
Brc1ccccc1OCCCCn1cnc2ccccc21	-18%	-19%	-2%	3	-8%	-13%	-11%	-7%	-16%
CNC(=O)COC(=O)c1cc(NC(=O)c2ccco2)c(OC)c(OC)c1	-4%	22%	-4%	0	4%	1%	-4%	-4%	?
O=C(COC(=O)c1nc(Cl)ccc1Cl)Nc1ncc(Cl)cc1Cl	/	16%	31%	-2	-4%	/	/	i	?
CCC(=O)N1c2ccccc2CC1C(=O)NCc1cc(Br)ccc1OC (stereo not given)	-11%	7%	/	3	0%[60.1 µM]	-2%	2%	-5%	-9%
O=C(O)CSc1ncnc2nc[nH]c12	1%	8%	-2%	-4	5%	-3%	12%	-4%	0%
COc1ccccc1NS(=O)(=O)c1cc(C(=O)Nc2ccc(S(=O)(=O)Nc3onc(C)c3C)cc2)ccc1C	/	-11%	/	7	-8%	/	/	-8%	?
O=C(c1cccc(C(F)(F)F)c1)C1CCCN(C(=O)C2CCOCC2)C1 (stereo not given)	-10%	-4%	5%	-10	-9%	0%	28%	-14%	-22%

High-throughput results as filed in PubChem.
